NR1D1 modulator: modulates human Rev-erb alpha binding to DNA; Rev-erbα–FITC-DNA binding, fluorescence polarization, 90 min; P20393; AID 1259318; activity, % at 10 µM; 370,000 compounds, 0.79% hits;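 active means activity above about 14%, limit read from the data; passing the limit was not always enough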;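 further: 0% = DMSO wells with 35 nM protein and 100% = DMSO wells with 750 nM protein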
Target sequence (P20393 whole entry, looked up): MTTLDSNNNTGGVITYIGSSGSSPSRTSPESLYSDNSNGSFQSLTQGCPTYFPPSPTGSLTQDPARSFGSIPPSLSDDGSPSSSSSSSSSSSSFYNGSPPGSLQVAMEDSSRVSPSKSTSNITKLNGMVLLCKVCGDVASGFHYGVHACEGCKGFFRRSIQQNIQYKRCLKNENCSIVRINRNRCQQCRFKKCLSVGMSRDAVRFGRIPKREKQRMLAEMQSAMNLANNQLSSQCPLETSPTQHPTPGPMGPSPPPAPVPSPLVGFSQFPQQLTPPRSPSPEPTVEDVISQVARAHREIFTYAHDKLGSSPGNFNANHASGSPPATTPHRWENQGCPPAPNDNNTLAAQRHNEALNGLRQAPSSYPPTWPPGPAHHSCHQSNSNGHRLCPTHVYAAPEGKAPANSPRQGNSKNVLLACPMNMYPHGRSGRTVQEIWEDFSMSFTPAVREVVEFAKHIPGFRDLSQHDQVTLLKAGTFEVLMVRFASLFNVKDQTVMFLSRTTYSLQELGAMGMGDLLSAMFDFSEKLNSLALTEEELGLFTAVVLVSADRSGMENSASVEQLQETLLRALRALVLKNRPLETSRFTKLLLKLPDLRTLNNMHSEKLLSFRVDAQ
PLCb3 inh: blocks human PLC-beta3 enzyme activity; Q01970; Purified PLC-beta3, fluorogenic substrate, fluorescence; inhibition, % at 12.2 µM; 370,000 compounds, 0.18% hits; in the data active means inhibition above about 11%;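 further: 0% = median of compound wells on plate and 100% = full blocker control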
DAX1 inh-1: inhibitors of human orphan nuclear receptor DAX1 (NR0B1); P51843; HEK293 Gal4-DAX1 luciferase reporter, luminescence; inhibition, % at 6.75 µM; 340,000 compounds, 0.99% hits; AID 504766;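 active means inhibition above the mean over all tested compounds plus 3 SD, cut at about 4.2% in these data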;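 further: 0% = DAX1-transfected cells with DMSO and 100% = empty-vector control cells with DMSO; inhibition shows as a rise in luminescence from relieved DAX1 repression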
sPLA2-III inh: Inhibits HGIII-sPLA2 liposome hydrolysis, primary screen; inhibition, % at 12.2 µM; 370,000 compounds, 0.56% hits; Q9NZ20; QFRET BODIPY PC-A2 liposome hydrolysis, fluorescence;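 active means inhibition above mean plus 3 SD of compounds lying within the high and low control bounds, cut at about 19% in these data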;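 further: 0% = median of test compound wells and 100% = no enzyme DMSO wells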
Target sequence (Q9NZ20 whole entry, looked up): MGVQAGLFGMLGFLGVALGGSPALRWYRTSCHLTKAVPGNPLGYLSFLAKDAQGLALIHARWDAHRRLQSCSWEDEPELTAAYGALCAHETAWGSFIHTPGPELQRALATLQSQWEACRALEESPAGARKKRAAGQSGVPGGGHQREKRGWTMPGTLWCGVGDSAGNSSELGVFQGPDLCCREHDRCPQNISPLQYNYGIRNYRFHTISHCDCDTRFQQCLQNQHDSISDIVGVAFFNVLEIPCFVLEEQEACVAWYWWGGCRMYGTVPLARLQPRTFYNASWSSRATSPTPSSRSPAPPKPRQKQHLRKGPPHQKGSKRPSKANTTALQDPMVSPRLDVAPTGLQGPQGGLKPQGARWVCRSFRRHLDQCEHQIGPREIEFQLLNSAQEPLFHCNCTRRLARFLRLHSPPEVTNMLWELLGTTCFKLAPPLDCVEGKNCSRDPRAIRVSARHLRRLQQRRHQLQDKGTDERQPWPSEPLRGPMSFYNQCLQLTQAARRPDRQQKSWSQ
SMARCA2 act: SMARCA2 function activation, primary screen | MG213 cells, MMTV-luciferase reporter, dexamethasone, overnight | activation, % at 9.1 µM | 370,000 compounds, 1% hits; in the data active means activation above about 7.8%;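 further: 0% = vehicle wells and 100% = reference activator wells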
hcDAF-12 act: activators of H. contortus DAF-12 nuclear receptor; HEK293 hcDAF-12 lit1-tk-luc reporter, luminescence; 0% DMSO, 100% Δ7-dafachronic acid; activation, % at 6.8 µM; 370,000 compounds, 1.4% hits; AID 652067;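 active means activation above the mean of all tested compounds plus 3 SD, cut at about 5.5% in these data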;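 further: 100% = response to 3 µM Δ7-dafachronic acid high control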
GAA850 FXN act: increases GAA850 frataxin promoter reporter activity; HEK293 lucGAA850 FXN promoter luciferase reporter, 24 h; percent of 10 µM SAHA response; activation, % at 6 µM; 360,000 compounds, 0.56% hits; AID 540364;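 active means activation above the average of all compounds screened plus 3 SD, cutoff fixed separately per campaign, cut at about 7.5% in these data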;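 further: 0% = DMSO wells and 100% = 10 µM SAHA wells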
ssDAF-12 act: activators of S. stercoralis DAF-12 nuclear receptor; 370,000 compounds, 1% hits; HEK293 ssDAF-12/GRIP1 lit1-tk-luc reporter, luminescence; % of 3 µM dafachronic acid response; AID 652126; activation, % at 6.8 µM;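 active means activation above the mean over all tested compounds plus 3 SD, cut at about 0.9% in these data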;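 further: 0% = DMSO-only wells and 100% = 3 µM delta7-dafachronic acid wells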
hgDAF12 agonist: hgDAF-12 agonism, primary luciferase screen; HEK293 GAL4-hgDAF12 UAS-luciferase reporter, agonist luminescence; normalized to butyrate control; activation, % at 6.8 µM; 370,000 compounds, 1.8% hits; AID 687014;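 active means activation above a cutoff set at the mean of all screened compounds plus 3 SD, cut at about 10% in these data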;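 further: 0% = DMSO wells and 100% = sodium butyrate wells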
PG9 binder: binds the HIV-1 gp120 antibody PG9 | 360,000 compounds, 0.43% hits | AID 624416 | TR-FRET gp120-PG9 antibody binding | inhibition, % at 6.7 µM; in the data active means inhibition above about 8.5%
DAX1 inh-2: DAX1 (NR0B1) inhibition, primary screen; inhibition, % at 6.8 µM; AID 652010; 370,000 compounds, 1.1% hits; HEK293T StAR-luciferase reporter, SF-1/DAX-1 repression relief;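 active means inhibition above the mean over all tested compounds plus 3 SD, cut at about 3.6% in these data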;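 further: 0% = DAX-1 cells with DMSO and 100% = cells lacking DAX-1 with DMSO; higher inhibition means more luminescence from relief of DAX-1 repression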
Starred values were filed as active, the others as inactive; . = no result given.

#	SMILES	NR1D1 modulator	PLCb3 inh	DAX1 inh-1	sPLA2-III inh	SMARCA2 act	hcDAF-12 act	GAA850 FXN act	ssDAF-12 act	hgDAF12 agonist	PG9 binder	DAX1 inh-2
1	Cc1nc(SCC(N)=O)[nH]c(=O)c1Cc1ccc(OC(C)C)cc1	-2	-2	1.0	2	2	-0.5	1.3	-1.1	0.1	-1.1	0.1
2	Cc1ccc(C(=O)NC(=S)Nc2ccc(N3CCOCC3)cc2)cc1	-3	1	-0.4	5	1	-1.2	-0.8	-1.9	1.1	-3.4	-0.1
3	O=C(OCC(=O)N1CCOCC1)c1ccc(O)cc1	2	-7	-0.5	0	-1	-0.3	1.2	-0.9	2.0	0.5	0.6
4	CC(=O)Nc1cccc(NC(=O)c2sc3ncn(CC(=O)N4CCCCC4)c(=O)c3c2C)c1	2	-1	0.8	-5	2	-0.5	2.9	-1.0	2.1	0.3	-0.8
5	CN1CCN(C(=S)c2cn(CCOc3ccccc3)c3ccccc23)CC1	1	4	0.9	4	-2	-0.4	-0.1	-0.7	1.6	0.6	0.3
6	COc1ccc(S(=O)(=O)N2CCCCC2c2cc(C(=O)NCc3ccccc3)no2)cc1 (configuration not stated)	-3	2	.	-12	-1	-1.8	-0.9	-1.5	0.2	-0.1	1.3
7	O=C1/C(=C\Nc2ccccc2)CCN1c1ncccn1	-1	-1	0.6	-2	3	0.3	0.9	-0.4	1.3	0.3	0.4
8	O=C(Nc1ccc2c(c1)OCCO2)C(c1ccc(F)cc1)N1CCCCC1 (configuration not stated)	-1	5	0.8	-7	-2	-2.2	0.0	-0.9	1.3	-0.9	-0.4
9	C=C(C)COc1ccc2c(CC)cc(=O)oc2c1C	0	-7	-0.6	-5	1	-3.0	1.1	-1.4	-0.5	-1.3	-0.2
10	COc1ccccc1NC(=O)c1ccc2c(=O)n3c(nc2c1)CCC3	6	-4	-0.1	10	-1	0.2	1.1	-0.9	1.5	1.7	0.4
11	O=C(CSCc1ccccc1)N/N=C/c1ccccc1OCc1ccccc1	-4	-4	-1.2	-18	-1	-0.9	1.6	-1.7	1.5	-1.0	-0.1
12	COc1ccc(-c2c3c(nc4sc5c(=O)[nH]c(C)nc5c24)CCC3)cc1	11	-24	-0.2	-8	2	-2.0	3.3	-0.8	-1.0	-2.6	-0.1
13	O=C(Nc1ccc2oc(-c3cccnc3)nc2c1)c1cc2ccccc2o1	8	-10	-1.0	12	-1	-1.8	2.0	-1.8	-1.2	-1.7	0.4
14	CC(NS(=O)(=O)c1ccc2c(c1)CC(=O)N2C)c1ccccc1 (configuration not stated)	-7	-1	1.2	-53	0	-1.4	-0.1	-0.7	1.8	0.2	-0.2
15	CC1CCCC(NC(=O)c2cccc(S(=O)(=O)N3CCCCC3)c2)C1C (configuration not stated)	-2	-5	0.4	-3	0	-3.0	-0.1	-1.1	-1.8	-0.3	-2.0
16	COc1ccc(N(C)S(=O)(=O)c2cccc(C(=O)OCC(=O)Nc3sc4c(c3C#N)CCCCC4)c2)cc1	1	1	0.8	1	1	0.2	0.8	-1.7	-0.6	-4.5	-0.3
17	CC(C)N=C1NN=C(c2cccs2)C(CC(=O)O)S1 (configuration not stated)	7	-21	-1.1	20*	-3	0.5	1.2	-0.1	-0.2	0.8	0.7
18	CCc1ccccc1NC(=O)C1CCN(S(C)(=O)=O)CC1	3	-5	.	2	1	0.9	0.6	-1.0	0.7	-2.2	0.9
19	O=C(NCc1ccccc1CN1CCCC1)c1ccc(S(=O)(=O)Nc2ccccc2F)cc1	10	4	1.0	-20	-4	0.1	3.3	-1.8	-0.1	1.0	0.9
20	COc1cc2c(c(OC)c1)C(c1cccc(OC)c1OC)CC(=O)N2 (configuration not stated)	-6	0	1.7	0	-3	-2.5	1.6	-1.5	-3.5	-2.1	-0.5
21	CCC(C)(C)n1nnnc1C(c1cc2cc(C)cc(C)c2[nH]c1=O)N1CCCC1 (configuration not stated)	3	-74	-0.1	-13	4	0.0	0.8	-1.1	-2.8	-1.3	1.3
22	Cc1ccc(S(=O)(=O)Cc2cn3cccnc3n2)cc1	0	-311	0.6	-1	1	0.6	-1.1	-0.9	1.8	0.7	-0.3
23	O=C(Nc1cccc(Cl)c1)NC1(C(=O)NCc2cccs2)CCCCC1	3	2	0.0	3	-3	-2.6	-0.2	-1.8	-0.8	-3.8	0.3
24	CCOc1ccc(CCNC(=O)c2cccc(S(=O)(=O)N3CCCC3)c2)cc1OCC	-2	-7	-0.2	1	0	-3.2	-0.7	-1.7	-2.2	2.0	-2.3
25	CCc1ccc(C(=O)c2cncc(Br)c2)cc1	4	-1	0.8	-2	1	-0.2	2.1	-1.6	3.5	-0.8	0.1
26	CC(C)CNC(=O)c1cc(=O)[nH]c2ccc(S(=O)(=O)Nc3ccc(F)cc3)cc12	0	-7	-1.0	4	-1	-1.7	-1.7	-1.6	0.0	-1.8	-0.1
27	CC(C)C1C(=O)N(Cc2cn(CCC3OCCCO3)nn2)CCS(=O)(=O)N1Cc1ccc(-c2ccc(Cl)nc2)cc1 (configuration not stated)	0	-5	0.5	-21	-2	0.5	3.1	-1.2	-1.0	-1.3	1.1
28	c1ccc(-c2ccc(-n3ccnc3)cc2)cc1	-1	-1	1.1	-1	0	-0.6	2.2	-1.5	3.6	-0.9	0.5
29	COC(=O)c1ccc(/C=N/NC(=O)C2CC(=O)N(c3ccc(OC)cc3)C2)cc1 (configuration not stated)	-1	0	0.7	-2	3	-0.1	-0.9	-1.7	0.3	-2.8	-0.3
30	O=C1NC(c2ccc3c(c2)OCO3)Oc2ccccc21 (configuration not stated)	0	-7	0.4	-5	0	0.9	-0.7	-2.0	0.5	0.3	0.2

Pulled one by one from the entries so far:
#	SMILES	NR1D1 modulator	PLCb3 inh	DAX1 inh-1	sPLA2-III inh	SMARCA2 act	hcDAF-12 act	GAA850 FXN act	ssDAF-12 act	hgDAF12 agonist	PG9 binder	DAX1 inh-2
29	COC(=O)c1ccc(/C=N/NC(=O)C2CC(=O)N(c3ccc(OC)cc3)C2)cc1 (configuration not stated)	-1	0	0.7	-2	3	-0.1	-0.9	-1.7	0.3	-2.8	-0.3
17	CC(C)N=C1NN=C(c2cccs2)C(CC(=O)O)S1 (configuration not stated)	7	-21	-1.1	20*	-3	0.5	1.2	-0.1	-0.2	0.8	0.7

(cont.)
#	SMILES	NR1D1 modulator	PLCb3 inh	DAX1 inh-1	sPLA2-III inh	SMARCA2 act	hcDAF-12 act	GAA850 FXN act	ssDAF-12 act	hgDAF12 agonist	PG9 binder	DAX1 inh-2
31	O=C(Nc1ccc(S(=O)(=O)NCC2CCCO2)cc1)c1cccc(F)c1 (configuration not stated)	-2	-4	-0.5	-2	-1	-2.0	0.1	-1.3	2.8	-1.5	-0.6
32	COC(=O)c1c(N)c(C#N)c(C)n1-c1ccccc1	3	2	0.7	6	1	0.8	-0.9	-1.1	-3.0	-1.2	-0.3
33	O=C(c1ccncc1)N1CCN(CCc2ccccc2)CC1	2	-3	0.3	0	0	-0.6	-0.8	-0.9	3.4	0.3	-0.9
34	Cc1c(C(=O)N2CCCCC2)c(S(=O)(=O)N2CCC(C)CC2)c(C)n1C	-3	-11	-0.1	6	-6	-1.1	-1.9	-1.0	-2.2	-1.4	-0.1
35	NC(Cc1c[nH]c2ccccc12)C(=O)NCc1ccccc1 (configuration not stated)	-3	0	0.5	-11	1	0.8	1.1	0.1	1.1	-1.5	-0.2
36	COC(=O)C1=C(C)N(c2cc(Cl)cc(Cl)c2)C(=O)C1	-6	-16	0.1	-36	6	-1.1	-1.4	-1.1	-0.1	-1.8	-0.9
37	O=C(NCCCn1ccnc1)c1csc2ccccc12	4	-1	-0.1	2	-1	-0.4	0.0	-1.9	-1.0	0.6	0.1
38	CSc1ccc(CN2CCC2(C)C(=O)NCc2ccccc2Br)cc1 (configuration not stated)	-3	-1	.	4	0	-1.7	0.9	-1.9	0.1	0.3	0.3
39	O=C(O)CC1(CC(=O)NCc2cc(F)cc3c2OCOC3)CCCCC1	5	-8	2.7	20*	-4	0.5	0.0	-1.1	-1.9	0.0	0.1
40	COC(=O)[C@@]12CCCCC=C1N(CCc1ccc(Cl)cc1)C(=O)[C@H]2CC(=O)NCc1cccc2ccccc12	-1	-2	.	-10	-2	-0.1	.	-1.2	-0.3	.	-0.2
41	COc1ccc(S(=O)(=O)Nc2ccccc2C(=O)N2CCOCC2)cc1Br	5	-7	0.4	-6	3	-1.1	0.7	-0.7	0.0	-1.4	3.2
42	Cn1c(=O)c2sccc2n(Cc2ccc(Br)cc2)c1=O	3	5	-1.0	-2	3	-2.1	0.7	-0.8	-0.9	-3.6	0.1
43	COc1ccc(S[C@]2(C(=O)N3CCN(C(C)=O)CC3)CC(=O)N[C@@H]2c2ccc(OC)cc2)cc1	-2	0	.	1	-4	0.3	.	-1.5	-1.2	.	-0.3
44	COc1cccc(NC(=O)c2ccc(OC(F)(F)F)cc2)c1	1	0	1.9	-6	5	2.6	2.9	-0.2	11*	-0.2	1.4
45	Cc1cccc(C2(c3cccc(C)c3)CC2C(=O)Nc2ccc([N+](=O)[O-])cc2O)c1 (configuration not stated)	3	-2	-3.1	-23	-10	-3.1	-8.7	-2.6	-2.1	1.2	-2.2
46	CCOC(=O)N1CCC(N2CCCC(C(=O)c3cc(F)ccc3OC)C2)CC1 (configuration not stated)	-3	-14	1.1	-4	2	-0.5	0.9	-0.8	-2.1	-0.3	0.0
47	CC1CCN(CCC(=O)N2CCCc3c2c(=O)oc2ccc(O)cc32)CC1	0	-65	-0.4	-3	2	0.1	-1.4	-1.7	1.0	-1.0	-1.3
48	Cc1noc(C(=O)Nc2cccnc2)c1Cl	-4	4	-0.5	2	-2	1.3	1.3	-1.3	-0.8	-0.3	0.5
49	O=C(CNC(=O)c1ccco1)NCC(=O)OCc1ccc(C(=O)Oc2ccc(Cl)cc2)cc1	-3	4	-1.9	-5	2	0.5	-1.4	-1.5	0.6	-4.0	-0.2
50	CCOc1ccccc1C(=O)NC1CCN(CC(=O)Nc2cc(OC)ccc2OC)CC1	-5	1	0.2	5	-5	-2.1	1.4	-0.1	-1.2	0.5	0.1
51	O=C(O)C1CC=CCC1C(=O)NCc1ccc(Cl)c(Cl)c1 (configuration not stated)	1	-5	2.8	-3	-3	-1.4	-0.1	-0.6	-1.2	0.8	-0.2
52	S=C1NC2(CCCCC2)NN1c1ccccc1	-3	2	3.9	7	4	0.6	3.2	-0.7	-0.9	0.6	0.3
53	C#Cc1ccc([C@H]2C=C(C(=O)NCc3nc4ccccc4[nH]3)O[C@@H](OCc3ccc(CO)cc3)C2)cc1	1	-51	0.0	-8	0	-0.2	-0.8	-1.6	-1.9	0.0	-0.5
54	COc1ccc(F)cc1S(=O)(=O)NCc1ccccc1	-1	-2	-1.4	6	-2	-0.4	1.4	-1.2	0.9	0.5	-0.2
55	O=S(=O)(NCC(c1cccnc1)N1CCN(c2ccccc2)CC1)c1cc(F)ccc1F (configuration not stated)	3	-3	1.2	-5	0	-1.2	-2.8	-0.9	-2.1	-1.1	-0.1
56	CNC(=O)C1CCC(=O)N1Cc1ccccc1Cl (configuration not stated)	-1	-2	3.2	-4	-2	0.4	-2.7	-1.4	0.9	0.6	0.7

Screens: PubChem, several laboratories

Rows were taken by chance; about 7% have a hit in one of these screens.
